Assay outcomes from PubChem.
KLK7 zymogen act – activators of human kallikrein-7 zymogen; P49862; purified proKLK7, EDANS-DABCYL substrate fluorescence; 100% is mature enzyme control, 0% vehicle; activation, % at 7 µM; hit rate 0.9% among 370,000; AID 652039;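 active means activation above the mean of all tested compounds plus 3 SD, computed per campaign excluding outliers beyond control limits, cut at about 13% in these data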
ADAM10 inh – ADAM10 inhibition, QFRET primary screen; O14672; hit rate 0.62% among 370,000; inhibition, % at 7 µM; AID 720582; recombinant ADAM10, EDANS/DABCYL FRET peptide cleavage, 3 h;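 active means inhibition above a per-campaign cutoff equal to the mean of compounds falling between control-based bounds plus 3 SD, cut at about 20% in these data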;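 further: 0% = DMSO wells while the 100% control is not disclosed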
DDE Tn6 FP inh – inhibitors of Tn6 peptide binding to human fibrin DD(E) | P02675 | Fibrin DD(E) TRITC-Tn6 fluorescence polarization displacement | hit rate 0.21% among 370,000 | inhibition, % at 8.3 µM;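 active means inhibition above a per-campaign cutoff: mean of compounds within control limits plus 3 SD, cut at about 15% in these data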;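 further: 0% = median of all compound wells on the plate and 100% = blocking peptide control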
Target sequence (P02675 whole entry, looked up): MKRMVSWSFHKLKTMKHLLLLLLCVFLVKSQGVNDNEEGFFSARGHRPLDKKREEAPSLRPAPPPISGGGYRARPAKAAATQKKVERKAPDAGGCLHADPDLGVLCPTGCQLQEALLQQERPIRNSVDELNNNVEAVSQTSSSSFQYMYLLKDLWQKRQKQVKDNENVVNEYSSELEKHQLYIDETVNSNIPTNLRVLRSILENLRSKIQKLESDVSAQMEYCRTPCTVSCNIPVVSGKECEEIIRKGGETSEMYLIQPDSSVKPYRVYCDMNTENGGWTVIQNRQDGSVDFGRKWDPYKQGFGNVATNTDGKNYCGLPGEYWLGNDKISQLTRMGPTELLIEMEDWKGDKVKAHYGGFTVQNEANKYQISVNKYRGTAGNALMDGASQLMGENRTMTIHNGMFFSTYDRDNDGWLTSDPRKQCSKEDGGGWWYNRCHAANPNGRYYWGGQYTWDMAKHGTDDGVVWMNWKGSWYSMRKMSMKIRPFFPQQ
sPLA2-III inh – Blocks human group III sPLA2 activity. Q9NZ20. QFRET BODIPY PC-A2 liposome hydrolysis, fluorescence. inhibition, % at 12.2 µM. hit rate 0.56% among 370,000. AID 743126;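 active means inhibition above mean plus 3 SD of compounds lying within the high and low control bounds, cut at about 19% in these data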;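 further: 0% = median of test compound wells and 100% = no enzyme DMSO wells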
GC-A act – GC-A (human) enzyme activation; P16066; HEK293 GC-A cells, cGMP TR-FRET, EC30 ANP; 0% at EC30 ANP, 100% saturating ANP; activation, % at 10 µM; hit rate 0.14% among 370,000; in the data active means activation above about 40%
ASAP1 GAP inh – inhibitors of human ASAP1 ArfGAP activity | Q9ULH1 | ASAP1-stimulated ARF1 GTP hydrolysis, GDP FP detection | inhibition, % at 16.5 µM | hit rate 0.19% among 360,000 | AID 624377; in the data active means inhibition above about 25%;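 further: 0% = vehicle with enzyme and substrate and 100% = no enzyme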
Target sequence (Q9ULH1 325-724 limits assumed): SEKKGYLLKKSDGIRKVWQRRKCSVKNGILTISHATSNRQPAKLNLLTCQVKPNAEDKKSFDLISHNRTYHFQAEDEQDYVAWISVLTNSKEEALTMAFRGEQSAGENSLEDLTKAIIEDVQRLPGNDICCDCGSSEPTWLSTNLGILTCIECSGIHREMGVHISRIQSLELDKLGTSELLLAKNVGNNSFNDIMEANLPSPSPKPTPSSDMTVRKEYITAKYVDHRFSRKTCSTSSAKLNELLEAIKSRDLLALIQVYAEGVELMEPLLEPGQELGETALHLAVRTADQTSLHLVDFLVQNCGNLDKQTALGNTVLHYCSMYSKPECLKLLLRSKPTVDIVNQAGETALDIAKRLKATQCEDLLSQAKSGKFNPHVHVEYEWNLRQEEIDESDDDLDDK
rCAG RNA binder – binds r(CAG) RNA repeats; r(CAG) RNA repeat, TO-PRO-1 dye displacement fluorescence; hit rate 1.3% among 370,000; AID 651821; inhibition, % at 3 µM;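 active means inhibition above the plate cutoff, the mean of all test compounds on that plate plus 3 SD, cut at about 35% in these data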;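 further: 0% = DMSO alone and 100% = 100 µM mitoxantrone as full dye displacement; higher means more dye released from RNA so lower well fluorescence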
NPR2 activator – GC-B (human) receptor activation; activation, % at 10 µM; P20594; HEK293-GC-B cells, CNP EC30, cGMP TR-FRET; 0% at EC30 CNP, 100% saturating CNP; hit rate 0.11% among 370,000;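 active means activation at 10 µM reaching about 35% in either raw or pattern-adjusted values, limit read from the data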
FXN GAA850 act – frataxin GAA850 promoter activation. activation, % at 6 µM. hit rate 0.56% among 360,000. AID 540364. HEK293 lucGAA850 FXN promoter luciferase reporter, 24 h; percent of 10 µM SAHA response;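 active means activation above the average of all compounds screened plus 3 SD, cutoff fixed separately per campaign, cut at about 7.5% in these data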;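 further: 0% = DMSO wells and 100% = 10 µM SAHA wells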
ARFGAP1 inh – inhibitors of rat ARFGAP1. Q62848. Arfgap1-stimulated ARF1 GTP hydrolysis, GDP FP detection. inhibition, % at 16.5 µM. hit rate 0.26% among 360,000. AID 651572;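 active means inhibition above a per-plate limit, mean inhibition of low control wells plus 3 SD, cut at about 25% in these data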;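 further: 0% = DMSO wells with enzyme and 100% = wells lacking Arfgap1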
Target sequence (Q62848 1-136 limits assumed): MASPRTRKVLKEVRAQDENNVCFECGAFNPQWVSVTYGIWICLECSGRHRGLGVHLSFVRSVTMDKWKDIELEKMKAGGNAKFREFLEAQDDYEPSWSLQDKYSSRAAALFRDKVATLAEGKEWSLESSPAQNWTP
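material = rat Arfgap1 catalytic domain, aa 1-136 | also added = human ARF1(Δ1-17)-GTP substrate | compound dosing = one concentration, 16.5 µM, DMSO 1.26% | times = GTP hydrolysis reaction 2 h at 25 °C | measured by = FP, GDP Alexa 633 tracer displaced from anti-GDP antibody, 620/688 nm | evaluation = percent inhibition of Arfgap1-stimulated GTP hydrolysis | replication = single well per compound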
* = called active by the depositor; · = no result given.

SMILES | KLK7 zymogen act | ADAM10 inh | DDE Tn6 FP inh | sPLA2-III inh | GC-A act | ASAP1 GAP inh | rCAG RNA binder | NPR2 activator | FXN GAA850 act | ARFGAP1 inh
CC(=NO)c1ccc2c(c1)Cc1cc([N+](=O)[O-])ccc1-2 | 0.5 | -4 | -1 | -39 | 4 | 1 | 28 | 5 | 7.1 | -18
O=C(O/N=C1\CCS(=O)(=O)c2sccc21)C1CC1 | -0.1 | -1 | -3 | 10 | -1 | 7 | 2 | 1 | 0.6 | 12
CN(CC(=O)Nc1c(Cl)cccc1Cl)C(=O)c1cc(-c2cccs2)nn1-c1ccccc1 | 0.2 | 5 | -8 | 2 | 0 | 2 | 3 | -4 | -1.5 | -8
CCC(=O)Nc1nnc(SCc2ccc(F)cc2)s1 | 0.2 | 2 | -2 | -2 | 4 | -4 | -3 | 3 | 1.9 | -8
Cc1ccc(-n2c(CNc3ccc(F)cc3)nnc2SCC(=O)NCc2ccco2)cc1 | -0.8 | -7 | 0 | -10 | 2 | 23 | -6 | -4 | 0.8 | 7
NCC[C@H](O)C(=O)N[C@@H]1C[C@H](N)[C@@H](O[C@H]2O[C@H](CN)[C@@H](O)[C@H](O)[C@H]2O)[C@H](O)[C@H]1O[C@H]1O[C@H](CO)[C@@H](O)[C@H](N)[C@H]1O | -0.2 | -11 | 1 | 2 | 4 | 12 | 0 | 0 | -1.4 | 4
Cc1ccc(CCNC(=O)CNC(=O)c2cccs2)cc1 | 0.0 | 1 | 7 | -2 | 1 | 1 | -1 | 3 | 0.2 | 2
CC(O)[C@H]1CNCCN1CC1(c2ccccc2)CC1 (stereo not given in full) | 0.0 | 20* | 1 | 5 | -1 | -18 | 0 | 2 | -0.9 | -3
CC(C)C(=O)NC(Nc1cccc([N+](=O)[O-])c1)C(Cl)(Cl)Cl (stereo not given) | -0.2 | 3 | 1 | 2 | -2 | 14 | -2 | 1 | -2.2 | -3
CC(=O)NS(=O)(=O)c1ccc(N2C(=O)c3ccccc3C2=O)cc1 | 0.2 | -6 | -8 | 2 | 1 | -8 | -4 | -3 | 1.7 | 8
c1ccc(CCCN2CCOCC2)cc1 | 0.3 | 3 | -2 | -3 | 2 | 11 | 0 | -3 | -0.1 | 10
O=S(=O)(c1cccs1)N1CN(Cc2ccc(Cl)cc2)c2nc3ccccc3nc21 | -0.2 | -42 | -7 | -8 | 1 | -3 | 6 | 9 | 0.9 | -3
COc1cccc(COC(=O)C2CCN(S(=O)(=O)c3cccs3)CC2)c1OC | 0.1 | 6 | 0 | -17 | 2 | 1 | -4 | 2 | 2.5 | 19
CCCCCC(=O)N/N=C/c1cccs1 | -0.3 | 0 | 3 | -4 | 6 | 2 | 2 | 9 | -3.3 | -9
COc1ccc(/C=N/NC(=O)c2cccc(OC(F)(F)C(F)F)c2)cc1O | -0.3 | 7 | 7 | -19 | 4 | 6 | 2 | -8 | 1.5 | 3
O=C(Nc1ccc(Cl)c(Cl)c1)c1ccc(Cl)c(Cl)c1 | 1.4 | 8 | 3 | 10 | 6 | 4 | 0 | -6 | 5.2 | 4
O=C1NC[C@H](Cc2ccccc2)N(C[C@@H]2CCCN2C[C@H](Cc2ccc(O)cc2)N2C[C@H](Cc3ccccc3)N(CC3CCCCCC3)C(=O)C2=O)C1=O | 1.0 | 2 | 4 | -14 | 3 | 2 | 11 | 0 | · | 6
C/C(=N\NC(=O)CCc1ccccc1)c1ccc(Br)cc1 | -0.1 | -1 | 1 | -2 | -2 | 16 | -5 | -7 | 0.7 | 5
Cc1c(C#N)c(O)[nH]c(=O)c1N=Nc1ccc(Cl)c(C(=O)O)c1 | 0.6 | 12 | 1 | 4 | -2 | -1 | -3 | 2 | 0.7 | 12
N#Cc1ccsc1NC(=O)C1CCN(C(=O)c2ccc(F)cc2)CC1 | -0.4 | -15 | -1 | -3 | -6 | -3 | 7 | -6 | 0.2 | -11
COc1ccc(OC)c(NC(=O)Cn2c(CCC(=O)O)ccc2-c2cccs2)c1 | 1.2 | -11 | -3 | -17 | 2 | 5 | 19 | 2 | 0.7 | 5
COc1ccccc1-c1nnc(SCC(=O)Nc2ccc(N3CCOCC3)cc2)n1N | 0.3 | -17 | 1 | 16 | 0 | -3 | 4 | 2 | 1.9 | 13
CCCCOC(=O)C1=C(C)Nc2ncnn2C1c1cc(OC)ccc1OC (stereo not given) | 0.2 | 4 | 4 | -4 | -39 | -9 | -6 | -20 | 0.9 | -14
CN1CCC2(CC1)N=C(c1ccc(F)cc1)C(=S)N2C(=O)c1ccc(C(C)(C)C)cc1 | 0.4 | 0 | 3 | 3 | 18 | 4 | -2 | 7 | 1.3 | -14
Cc1nc(C)n(CC(=O)c2ccc(Cl)cc2Cl)n1 | -0.5 | 5 | -1 | 1 | 5 | 1 | -4 | -4 | 0.1 | -6
O=C1N(Cc2ccccc2)CCCC12CCCN(Cc1ccccc1)C2=O | -0.7 | -9 | -3 | 6 | 2 | 4 | -7 | 1 | -0.3 | -8
O=C(Nc1cccc(O)c1)c1cc(-c2ccco2)on1 | 0.2 | 0 | -4 | -6 | -1 | 2 | 14 | 3 | 0.7 | 3
COc1ccccc1-n1c(SC)nc2c(sc(=S)n2-c2ccccc2)c1=O | 0.1 | -2 | -4 | 4 | 1 | 2 | -3 | -9 | 3.8 | 3
CCCCNC(=S)N(C)/N=C/c1ccc(F)cc1 | -0.2 | 4 | 2 | 7 | 3 | 10 | -5 | 3 | -0.2 | -6
O=C(c1ccc(Cl)cc1)N1CCC(O)(CSc2ccc(Cl)cc2Cl)CC1 | 0.6 | 27* | 6 | -19 | -3 | 8 | -4 | 1 | 2.4 | 5
CCNc1nc(NC(C)C)nc(N(C#N)CCOc2ccccc2)n1 | 0.8 | 7 | -1 | 1 | 12 | 9 | -2 | 12 | 2.7 | -9
COc1cccc(-c2ccc3c(c2)N(Cc2cccc(F)c2)C(=O)C(C)S3)c1 (stereo not given) | 0.2 | -5 | 0 | 1 | 2 | -1 | 5 | 2 | 0.7 | 6
O=C(NCCn1ccc2ccccc21)c1ccc(S(=O)(=O)N2CCOCC2)cc1 | 0.0 | -5 | 12 | -12 | 2 | 2 | 6 | 5 | -0.8 | 0
CC(C)(C)c1ccc(C(=O)NCCCNC(=O)c2ccco2)cc1 | -0.7 | 4 | 3 | 4 | -3 | -4 | -1 | -3 | 2.1 | -10
Cc1ccc(-c2nnc(SCC(=O)N/N=C/c3c(C)nn(-c4ccccc4)c3C)n2-c2ccccc2)cc1 | 0.5 | -2 | 4 | -2 | -23 | -1 | 3 | -10 | -3.7 | -2
COC(=O)c1c(C(=O)OC)n(CCCN)c2ccc(C)cc12 | 12 | -330 | -11 | 7 | -17 | -4 | 9 | -13 | 0.6 | 11
CCN(C(=O)CSc1nc2cc(C(=O)OC)ccc2c(=O)n1Cc1ccco1)c1cccc(C)c1 | -0.2 | -2 | 2 | -4 | -10 | 8 | 1 | -6 | 0.6 | -8
CCC(=O)N/C=C/n1cnc2cc(C(F)(F)F)ccc21 | -0.4 | -10 | 1 | 9 | 2 | 2 | 0 | 0 | -1.4 | 4
COC(=O)c1ccc(NC(=O)CN2CCN(S(=O)(=O)c3cc(Cl)ccc3OC)CC2)cc1 | 1.0 | 8 | -3 | -29 | -1 | 5 | 1 | -4 | -1.7 | 3
Cc1cccc2nc(-c3ccco3)oc(=O)c12 | 0.1 | -2 | -4 | 9 | 6 | -2 | -3 | 2 | 0.0 | -6
COC(=O)c1ccccc1NC(NC(=O)c1ccco1)C(=O)c1ccccc1 (stereo not given) | -0.9 | -1 | 6 | -8 | -9 | -15 | 3 | -4 | 0.0 | 2
CC(=O)c1cc(C#N)c(SCC(=O)O)nc1C | -0.1 | 1 | 5 | -3 | 1 | -18 | 2 | -6 | -3.6 | -8
CCOC(=O)C1CCN(C(=O)CNC(=O)OC(C)(C)C)CC1 | 0.4 | 2 | 1 | -3 | 2 | -8 | 0 | 11 | -1.1 | 7
CCCCCC(O)(CCN1CCCCC1)c1ccccc1 (stereo not given) | -0.1 | 4 | -5 | -4 | -37 | 0 | 0 | -7 | -0.2 | 11
Cc1ccc(N(C(=O)c2csnn2)C(C(=O)NCc2ccccc2)c2ccccn2)cc1 (stereo not given) | 0.0 | 6 | -3 | 3 | -2 | -5 | 0 | 2 | 2.0 | 6
Cc1ccc(C(=O)OC(C)C(=O)NC2CCCCC2C)cc1S(=O)(=O)N1CCCCC1 (stereo not given) | 0.2 | 3 | -1 | 7 | -3 | 3 | -5 | 2 | 0.5 | 11
COc1ccc(Oc2nnnn2-c2ccccc2)cc1 | -0.6 | -2 | 3 | -2 | 0 | -7 | -5 | 2 | 3.4 | 8
CCCCCCN(C(=O)CCCCCN1C(=O)NC(c2cccc([N+](=O)[O-])c2)C(C(=O)OCc2ccccc2)=C1C)C(C(=O)NCCCC)c1ccc(OCC(=O)OC)c(C(=O)OC)c1 (stereo not given) | 0.8 | -3 | 2 | -25 | 0 | -5 | 18 | 2 | · | -6
O=C(COC(=O)COc1ccc(Cl)cc1)Nc1ccc2c(c1)OCCO2 | -0.8 | 2 | 1 | -1 | 3 | -2 | 2 | -1 | -1.6 | 16
CCN(CC(=O)NCc1cccs1)C(=O)CCC(=O)c1ccc(F)cc1 | -0.5 | -3 | 7 | -3 | 3 | 21 | -1 | -1 | 1.2 | 2

Look-ups from the entries so far:
For DDE Tn6 FP inh, CCOC(=O)C1CCN(C(=O)CNC(=O)OC(C)(C)C)CC1 reads 1
For ARFGAP1 inh, Cc1ccc(C(=O)OC(C)C(=O)NC2CCCCC2C)cc1S(=O)(=O)N1CCCCC1 (stereo not given) reads 11

(further entries)
SMILES | KLK7 zymogen act | ADAM10 inh | DDE Tn6 FP inh | sPLA2-III inh | GC-A act | ASAP1 GAP inh | rCAG RNA binder | NPR2 activator | FXN GAA850 act | ARFGAP1 inh
Cc1cccc(NC(=O)c2ccc(C3SCC(=O)N3CCc3ccccc3)cc2)c1C (stereo not given) | 0.2 | 21* | 1 | -3 | -3 | 1 | -2 | -6 | -1.8 | 7
COc1ccc(NS(=O)(=O)c2ccc(-c3coc(C)n3)cc2)cc1OC | -0.2 | -6 | -3 | -6 | 3 | 0 | 3 | -2 | -5.0 | 3
Cc1ccc(NC(=O)C(=O)c2cn(CC(=O)N3CCCCC3)c3ccccc23)cc1 | 0.8 | 3 | 0 | -4 | 15 | -9 | 4 | 11 | 0.7 | 6
Cc1cc(C(=O)N2CCN(c3ccccn3)CC2)no1 | 0.6 | -4 | 6 | 7 | -3 | -3 | 0 | 4 | -0.4 | -4
O=C(COC(=O)c1cc(Br)ccc1O)NCC1CCCO1 (stereo not given) | 9.7 | -16 | 0 | 5 | 4 | -2 | 0 | -1 | 0.6 | 17
